p53 reactivator: mutant p53 re-activation in reporter cells | Potency, µM (top dose mostly 92.2 µM), for inactives: top-dose activity change, positive = activation, usual class: activators | H1299 p53-A138V BP100-luciferase reporter, luminescence, 24 h | 320,000 tested, 0.063% active; note: potency is the fitted concentration of half-maximal effect; % of control where 0% means no effect; nearly all actives have a fitted effect of over 45% in size
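p53-null H1299 cells stably carrying temperature-sensitive p53-A138V and a BP100-luciferase reporter were pinned with compounds (4-point, 1:5 series) and held 24 hrs at 37 deg C. Luminescence was read 10 min after detection reagent.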
ELG1 genotox: induces genotoxicity in HEK293T cells with luciferase-tagged ELG1 | HEK293T ELG1-luciferase reporter, luminescence, 16 h | Potency, µM (series often up to 46 µM), for the others: at the highest dose activity change, positive = activation, most hits filed as activators | 330,000 tested, 1.3% active | AID 504466; note: potency is the fitted concentration of half-maximal effect; % of control where 0% means no effect; nearly all actives have a fitted effect of over 60% in size
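DMSO vehicle served as control against compound-treated ELG1-luciferase HEK293T cells; exposure lasted 16 hr at 37 °C and 5% CO2, followed by ONE-Glo luminescence detection after 30 min.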
B2AR arrestin: agonists driving beta-arrestin recruitment to human beta2-adrenergic receptor | beta-arrestin recruitment to beta2AR, cell-based reporter | AID 492947 | 330,000 tested, 0.02% active | P07550 | Potency, µM (highest dose often 46.1 µM), for the others: top-dose activation, actives largely listed as activators;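 note: potency is the fitted concentration of half-maximal effect; 0% = DMSO controls and full agonism = EC100 isoproterenol or metaproterenol; nearly all actives have a fitted effect of over 65% in size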
Target sequence (P07550 whole entry, looked up): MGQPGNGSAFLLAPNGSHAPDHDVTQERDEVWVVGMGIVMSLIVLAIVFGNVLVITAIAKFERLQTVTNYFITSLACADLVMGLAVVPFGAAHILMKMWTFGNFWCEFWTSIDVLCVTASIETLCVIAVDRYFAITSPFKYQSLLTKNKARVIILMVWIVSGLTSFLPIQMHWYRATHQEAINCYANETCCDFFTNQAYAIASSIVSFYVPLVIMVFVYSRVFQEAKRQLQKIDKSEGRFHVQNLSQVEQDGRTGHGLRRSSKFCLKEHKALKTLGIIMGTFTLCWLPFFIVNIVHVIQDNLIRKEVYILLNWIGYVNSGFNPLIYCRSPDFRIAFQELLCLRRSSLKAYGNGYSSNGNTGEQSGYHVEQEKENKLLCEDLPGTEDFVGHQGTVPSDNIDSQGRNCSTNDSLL
USP2a block: inhibitors of human ubiquitin-specific protease USP2a; 330,000 tested, 0.01% active; USP2 core, Ub-CHOP2 coupled fluorogenic reporter, 485/531; O75604; Potency, µM (top dose mostly 38.3 µM), for inactives: at the highest dose activity change, negative = inhibition, actives largely listed as inhibitors;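 note: potency is the fitted concentration of half-maximal effect; plate controls were DMSO wells for no effect and full inhibition by NEM control for full effect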
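Deubiquitinase activity read as fluorescence (485/531 nm) after Ub-CHOP2 cleavage activates the enterokinase reporter on its substrate; USP2 core 10nM, Ub-CHOP2 and substrate 25nM each, 30min compound preincubation then 60min RT; data normalized to NEM, curves fitted.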
a7 integrin act: activators of alpha7 integrin expression for muscular dystrophy; alpha7betagal myoblasts, beta-gal FDG fluorescence, 48 h; Potency, µM (titrated, usually from 38.3 µM), for inactives: top-dose activation, hits mostly activators; 350,000 tested, 0.064% active;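 note: potency is the fitted concentration of half-maximal effect; 100% = response of the positive control SU9516; nearly all actives have a fitted effect of over 60% in size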
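Alpha7betagal+/- myoblasts (passage 13) were plated 16-24 hr, then exposed to compounds (1:260 dilution of DMSO stock) for 48 hours at 37C. After MPER lysis, β-galactosidase reporter activity was read as FDG fluorescence (ex 480/em 540) after 30 minutes.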
BRCA1 expr act: BRCA1 expression activation; MCF7-BRCA1-FFLuc reporter, luminescence, 48 h; response scale: scaled: vehicle 0%, 10 µM genistein 100%; Potency, µM (series often up to 46.1 µM), inactives show top-dose activation, actives largely listed as activators; 380,000 tested, 1.1% active; note: potency is the fitted concentration of half-maximal effect; nearly all actives have a fitted effect of over 80% in size; some results filed as inactive show a strong effect at the top dose
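MCF7 cells carrying a BRCA1-firefly luciferase reporter (2000 cells/well, phenol-red free MEM) were attached for 2 h at 37 °C, then given compounds for 48 h. Luminescence was read 15 min after luciferase reagent; activity normalized to genistein (10 microM) and DMSO.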
PTAP TSG101 blk: blocks PTAP/TSG101 interaction to inhibit HIV-1 budding. Fluorescence polarization, FITC-PTAP peptide / Tsg101 binding. Potency, µM (highest dose often 115 µM), inactives show at the top dose activity change, negative = inhibition, hits mostly inhibitors. AID 493005. 340,000 tested, under 10 active. Q99816; active = well fitted inhibition curve with a large enough effect in the main read-out, with a control signal flat, not every such curve was filed as active; inconclusive = small, poorly fitted or top-dose-only effect, or effect the other way, or a change in a side signal; inactive = no such curve, though single readings can be large or run the other way; note: potency is the fitted concentration of half-maximal effect; % of control where 0% means no effect
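Fluorescence polarization binding of Tsg101 binding domain (10 uM final) to FITC-labeled PTAP peptide (50 nM final) in HEPES pH 7.5 buffer with NaCl, Tween 20, EDTA, TCEP. Compounds added before peptide; binding 20 min at RT.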
TRPV1 agonist: human TRPV1 agonism | 320,000 tested, 0.19% active | Q8NER1 | activation, % at 8.33 µM | TRPV1-expressing cells, Fluo-8 calcium influx, agonist mode; in the data active = activation above about 80%; inconclusive = between about 30% and that limit; note: 0% is about no effect
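Fluo-8 calcium influx in TRPV1-expressing cells, kinetic read (ex 480/em 520 nm). Compound added and read 3 min for agonist activity, followed by capsaicin at EC20 final and 2 min further read for enhancement.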
ASM inhibitor: human S-ASM enzyme inhibition; P17405; 340,000 tested, 0.006% active; Potency, µM (doses to about 57.5 µM), for the others: top-dose activity change, negative = inhibition, most hits filed as inhibitors; placental ASM, HMU-PC fluorogenic substrate, 60 min; note: potency is the fitted concentration of half-maximal effect
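Steps: dispense placental human ASM, pin compound, wait 10 min at room temperature, add HMU-PC0 substrate at 9 uM final, incubate 60 min at 37 °C, add stop solution raising pH to 10, read fluorescence.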
uPA generation: inhibitors of cell surface uPA generation; cell surface uPA generation assay, qHTS; Potency, µM (series often up to 38.3 µM), for inactives: at the top dose activity change, negative = inhibition, hits mostly inhibitors; 330,000 tested, 0.31% active; AID 540303; active = well fitted inhibition curve with a large enough effect; inconclusive = small, poorly fitted or top-dose-only effect; inactive = no such curve, though single readings can be large or run the other way; tested in mouse RAW 264.7 cells; note: potency is the fitted concentration of half-maximal effect; % is set by controls: 0 for no effect and ±100 for the full control effect; nearly all actives have a fitted effect of over 55% in size
Eya2 phos inh: Eya2 (human) phosphatase inhibition; AID 488837; 330,000 tested, 0.006% active; Potency, µM (top dose mostly 76.9 µM), for the others: top-dose activity, negative = inhibition, usual class: inhibitors; O00167; recombinant Eya2, OMFP fluorescence dephosphorylation (OMFP is methylfluorescein phosphate); note: potency is the fitted concentration of half-maximal effect; % is set by controls: 0 for no effect and ±100 for the full control effect
Target sequence (O00167 whole entry, looked up): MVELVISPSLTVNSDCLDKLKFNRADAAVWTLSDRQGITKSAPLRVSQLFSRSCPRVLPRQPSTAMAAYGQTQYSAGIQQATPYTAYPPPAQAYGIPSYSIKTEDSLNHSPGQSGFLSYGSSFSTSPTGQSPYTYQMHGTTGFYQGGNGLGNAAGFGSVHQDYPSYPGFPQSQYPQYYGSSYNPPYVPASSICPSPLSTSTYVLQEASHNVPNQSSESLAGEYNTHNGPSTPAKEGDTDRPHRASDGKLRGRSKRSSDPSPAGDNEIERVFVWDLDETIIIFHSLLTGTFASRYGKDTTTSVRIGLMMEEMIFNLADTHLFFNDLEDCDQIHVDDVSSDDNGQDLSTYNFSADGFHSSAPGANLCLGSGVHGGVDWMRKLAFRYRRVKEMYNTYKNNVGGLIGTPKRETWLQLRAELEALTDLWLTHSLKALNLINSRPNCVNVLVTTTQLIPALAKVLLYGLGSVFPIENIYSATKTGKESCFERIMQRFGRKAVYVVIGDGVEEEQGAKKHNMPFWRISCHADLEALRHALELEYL
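Eya2 (0.2 uM) preincubated 10 min at ambient with compound, then OMFP substrate added at 50 uM; 10 min reaction in 50 mM HEPES pH 7.5, 50 mM NaCl, 5 uM MgCl2, 0.05% BSA, 1 mM DTT. Fluorescence read at Ex 485/Em 525 nm.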
Numbers without * were called inactive; ? = inconclusive; . = no result given; [ ] = remark or other dose. Unless noted, calls come from the whole dose curve; as a rule, active = well fitted curve in the direction sought with a large enough effect; inconclusive = small, poorly fitted or top-dose-only effect, or another doubt; inactive = no such curve, though single readings can be large; an effect the other way counts as inactive or inconclusive. Outcome played no part in choosing rows (roughly 2.6% active in at least one column).

SMILES | p53 reactivator | ELG1 genotox | B2AR arrestin | USP2a block | a7 integrin act | BRCA1 expr act | PTAP TSG101 blk | TRPV1 agonist | ASM inhibitor | uPA generation | Eya2 phos inh
Cc1cc(C)n2nc(C(=O)Nc3ccc(S(=O)(=O)N4CCCCC4)cc3)nc2n1 | -3.1% | -6.4% | 0.0% | -3.1% | -1.7% | 0.5% | -2.0% | 0.1 | -3.8% | -4.3% | 13.3%
CC1(C)c2ccccc2N(CC(N)=O)C12C=Cc1ccccc1O2 (stereo unspecified) | 0.5% | -6.2% | -0.6% | -0.2% | 4.3% | -32.7% | -5.6% | 9.1 | -1.0% | -6.7% | -0.3%
CCN(CC(=O)Nc1ccc2c(c1)OCCO2)Cc1cc(=O)oc2c(C)c(C)ccc12 | -2.1% | 0.9% | -0.8% | -8.1% | -6.2% | -17.9% | -2.5% | -0.3 | -2.7% | -2.9% | 8.8%
O=C(COC(=O)c1nc(Cl)ccc1Cl)Nc1ccc(Cl)cn1 | 0.7% | 1.7% | -0.6% | 2.2% | 31.2% | -47.1% | -8.8% | -1.9 | 0.9% | 5.0% | 10.1%
CCCCOC(=O)CCc1n[nH]c(=O)[nH]c1=O | -14.5% | 1.3% | -0.9% | 4.7% | 10.8% | -0.3% | -1.1% | 0.3 | -1.1% | 2.9% | 3.2%
Cc1ccc(C(=O)N2CCN(S(=O)(=O)c3cc(Br)ccc3Br)CC2)o1 | 3.9% | 5.2% | -0.7% | 1.6% | -0.4% | -8.7% | -0.3% | 22.0 | -5.0% | 1.1% | 6.8%
COc1cc(C)ccc1OCC(=O)Nc1ccccc1N1CCOCC1 | -5.6% | -5.1% | 4.0% | -0.3% | 1.9% | -22.9% | -1.2% | ? | 7.3% | 7.2% | -12.0%
CCCOc1ccc(/C(O)=C2/C(=O)C(=O)N(CCOC)C2c2cccnc2)cc1 (stereo unspecified) | 22.0% | -1.1% | -0.2% | -0.5% | . | . | . | 2.2 | . | . | -13.3%
CC(C)OCCCN(CC(O)c1ccccc1)CC(O)c1ccccc1 (stereo unspecified) | 1.3% | -0.3% | -1.6% | 1.9% | 2.3% | -11.3% | -0.6% | -1.9 | -0.6% | 4.9% | -0.2%
Cc1ccc(CC(CC(=O)NCCc2ccc3c(c2)OCO3)C(=O)O)cc1 (stereo unspecified) | 1.4% | 3.4% | 0.0% | -6.3% | -6.3% | 7.5%[1.84 µM] | -6.5% | -0.9 | 3.0% | -4.1% | -10.4%
O=S(=O)(Nc1ccc(S(=O)(=O)N2CCCC2)cc1)c1ccc(F)cc1 | -0.1% | -4.9% | -0.2% | 0.5% | 3.6% | -32.7% | 0.7% | -0.8 | -0.3% | -1.6% | 1.1%
O=C(c1ccc(Cl)s1)N1CCCC(N2CCN(c3ccc(F)cc3)CC2)C1 (stereo unspecified) | -1.8% | -3.5%[9.26 µM] | -0.1% | 0.2% | 1.9% | -6.5% | -7.2% | -0.5 | -0.4% | -7.2% | -0.1%
COc1ccccc1C(=O)Nc1ccc(Br)c2cccnc12 | 5.8% | -6.8% | 0.3% | 0.5% | ? | -8.6% | 0.9% | 2.5 | 24.9% | 5.0% | 4.2%
CCCCOc1ccc(C(=O)Nc2ccncc2)cc1 | -8.3% | 13µM* | -0.4% | 1.1% | -39.4% | -2.1% | -2.1% | 93.1* | -3.1% | -14.7% | 1.1%
O=S1(=O)CCN(OCc2ccc(F)cc2Cl)CC1 | 1.4% | -4.3% | -0.1% | -0.5% | 16.8% | 0.0% | -7.3% | 0.9 | -2.9% | 2.2% | 9.1%
Cc1ccc(CN2CCN(/N=C/c3ccc(C(F)(F)F)cc3)CC2)c(C)c1 | 8.7% | -4.0% | -0.6% | 2.0% | 22.2% | -20.5% | -2.3% | 1.3 | -2.2% | 27.4% | 4.4%
S=c1[nH]ncn1/N=C/c1cccc(Oc2ccccc2)c1 | 12.7% | 18.2% | 12.7% | -0.7% | -29.5% | 0.0% | -1.6% | -0.6 | -16.0% | 3.8% | 3.9%
NNS(=O)(=O)c1ccc(Cc2ncc(C(F)(F)F)cc2Cl)s1 | -2.8% | 1.9% | -0.2% | 1.3% | 12.2% | -14.6% | -8.0% | -2.5 | -1.0% | 0.7% | -0.2%
C=CCn1c2ccccc2c2n[nH]c(=S)nc21 | -30.4%[inhibitor] | -9.8% | -0.7% | 3.1% | 6.6% | -25.9% | -6.8% | -1.2 | -0.2% | 6.7% | 1.3%
CCn1c(SCC(=O)Nc2cccc(C)n2)nnc1-c1ccco1 | 2.6% | 1.3% | -0.7% | -1.3% | 25.2% | -5.3% | 0.8% | 1.1 | 4.6% | 0.7% | 12.6%
Cn1c(=O)c2ccccc2n(CC(=O)NC2CCCCC2)c1=O | 1.3% | -1.9% | -0.4% | 0.9% | 21.1% | -8.9% | -1.6% | -0.5 | 5.3% | 3.1% | -11.7%
O=C(Oc1c(-c2ccccc2)c(=O)n2c3c(cccc13)CC2)c1ccc(Cl)cc1 | -0.9% | -8.1% | -0.2% | 0.7% | 4.0% | -2.5% | -0.2% | 22.0 | -25.2% | 3.9% | -24.5%
COc1cccc(/C=C2\SC(=S)N(C(C(=O)O)c3ccccc3)C2=O)c1OC (stereo unspecified) | 0.0% | -0.1% | -0.5% | -3.1% | 11.6% | -24.3% | -7.0% | 0.2 | 5.7% | 1.4% | 5.9%
Cc1cc(C)c2c(C)c(C(=O)NCc3ccncc3)oc2c1 | -16.8% | -0.4% | -0.7% | 0.1% | -30.1%[7.66 µM] | -66.7% | 3.0% | ? | -1.2% | 1.9% | -5.1%
CCOC(=O)C1=C(c2ccccc2)N=C2SCC(=O)N2C1c1cccc(OC)c1 (stereo unspecified) | -4.3% | -1.0% | 0.1% | -4.3% | 13.3% | -3.5% | -1.0% | 28.3 | 4.3% | 1.6% | -24.9%
SMILES | p53 reactivator | ELG1 genotox | B2AR arrestin | USP2a block | a7 integrin act | BRCA1 expr act | PTAP TSG101 blk | TRPV1 agonist | ASM inhibitor | uPA generation | Eya2 phos inh
COc1ccc(-c2csc(N(CCCN(C)C)C(=O)c3ccc(Br)cc3)n2)cc1 | . | -6.4% | -1.9% | 0.9% | -35.5% | -26.9% | 2.6% | 6.1 | -0.8% | -4.2% | -7.1%
COc1ccc(NC(=O)c2cc(-c3cccs3)on2)cc1OC | ? | 2.8% | 0.4% | 0.2% | 9.6%[7.66 µM] | 62.6% | -9.6% | 5.1 | 8.5% | . | 11.2%
O=C(NC(=S)NNS(=O)(=O)c1ccc(Cl)cc1)c1cccnc1 | -2.7% | 1.4% | 0.5% | 0.2% | -34.9% | -27.6% | -2.4% | -1.6 | 2.6% | 3.1% | 1.9%
O=C(O)c1cc(C(=O)O)cc(-c2ccc(/C=c3/sc4nc5ccccc5n4c3=O)o2)c1 | 2.2% | 5.3% | 0.2% | 8.8% | 33.3% | 6.8% | 6.2% | -2.9 | 2.9% | 0.6% | 8.4%
Cn1ncc(Cl)c1C(=O)NNC(=O)Nc1cccc2ccccc12 | 2.4% | 0.2% | -0.2% | -1.9% | 3.7% | -0.9% | -5.2% | -1.3 | 2.1% | 0.0% | 9.1%
COc1cc(CC(NC(C)=O)C(=O)NC2CCN(C(=O)c3ccc(C)cc3)CC2)cc(OC)c1 (stereo unspecified) | 0.8% | 3.4% | -0.6% | 2.5% | -1.8% | 0.0% | 4.7% | 1.1 | 1.0% | -1.4% | 15.8%
CCOC(=O)c1cc2c(c(CCO)n1)[C@H](CCO)N(S(=O)(=O)C(C)(C)C)C2 | . | . | . | . | 0.0% | 4.2% | 1.3% | . | 4.9% | 1.4% | .
CCCCCCCCCCCCCCC(O)C[N+](C)(CCO)CCO (stereo unspecified) | . | . | . | . | -6.6% | -87.3% | 4.4% | . | ? | -0.9% | .

Full records from above. Order of screens: p53 reactivator, ELG1 genotox, B2AR arrestin, USP2a block, a7 integrin act, BRCA1 expr act, PTAP TSG101 blk, TRPV1 agonist, ASM inhibitor, uPA generation, Eya2 phos inh
O=C(NC(=S)NNS(=O)(=O)c1ccc(Cl)cc1)c1cccnc1 as listed: -2.7%, 1.4%, 0.5%, 0.2%, -34.9%, -27.6%, -2.4%, -1.6, 2.6%, 3.1%, 1.9%
COc1cccc(/C=C2\SC(=S)N(C(C(=O)O)c3ccccc3)C2=O)c1OC (stereo unspecified) as listed: 0.0%, -0.1%, -0.5%, -3.1%, 11.6%, -24.3%, -7.0%, 0.2, 5.7%, 1.4%, 5.9%
CCCCCCCCCCCCCCC(O)C[N+](C)(CCO)CCO (stereo unspecified) as listed: ., ., ., ., -6.6%, -87.3%, 4.4%, ., ?, -0.9%, .

Screens as filed in PubChem BioAssay.
